Tb PYK inh – qHTS of Trypanosoma Brucei Inhibitors; pyruvate kinase (Trypanosoma brucei), Q57TT1; TbPYK enzyme, Kinase-Glo Plus ATP luminescence, 45 min; Potency, µM (series often up to 76.8 µM), without a hit: at the top dose activity, negative = inhibition, most hits filed as inhibitors; 0.12% of 410,000 active; also: nearly all actives have a fitted effect of over 50% in size
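Glycolytic pyruvate kinase of T. brucei was incubated with substrate, test compound and 130 uM ADP for 45 minutes at room temperature. Luminescent Kinase-Glo Plus signal was measured after 10 minutes.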
Pf growth 96h – Primary qHTS for delayed death inhibitors of the malarial parasite plastid, 96 hour incubation; P. falciparum luciferase reporter growth, 96 h; 6.9% of 320,000 active; Potency, µM (doses to about 28.7 µM), for inactives: at the highest dose activity change, negative = inhibition, hits mostly inhibitors; AID 504834, 2011
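Parasite growth measured via integrated firefly luciferase reporter in P. falciparum. Infected erythrocytes at 2% hematocrit, 0.05% parasitemia final were treated 96 hours at 37 C under 5% CO2, and luminescence was read.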
Sm TGR inh – qHTS Assay for the Inhibitors of Schistosoma Mansoni Peroxiredoxins; Schistosoma mansoni thioredoxin glutathione reductase (TGR), Q962Y6; Potency, µM (titrated, usually from 114 µM), for the others: top-dose activity change, negative = inhibition, most hits filed as inhibitors; purified TGR, DTNB reduction, TNB absorbance 405 nm; AID 485364, 2010; 3% of 360,000 active; also: nearly all actives have a fitted effect of over 60% in size
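Kinetic colorimetric format: TGR-catalysed, NADPH-driven DTNB reduction monitored via TNB absorbance. Enzyme dispensed at 20 nM; compound exposure 15 min at room temperature before reaction start.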
Pf growth 48h – Primary qHTS for delayed death inhibitors of the malarial parasite plastid, 48 hour incubation; P. falciparum luciferase growth in erythrocytes, 48 h; Potency, µM (doses to about 28.7 µM), without a hit: at the highest dose activity change, negative = inhibition, actives largely listed as inhibitors; 5.9% of 310,000 active; AID 504832, 2011
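Luminescence readout; reporter = integrated firefly luciferase in P. falciparum. RBC culture at 2% hematocrit, 0.1% parasitemia final, 37 C/5% CO2; decreased signal taken as growth inhibition.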
LmPK inhibitor – qHTS Assay for Inhibitors of Leishmania Mexicana Pyruvate Kinase (LmPK) | 0.37% of 290,000 active | Potency, µM (top dose mostly 57.5 µM), inactives show top-dose activity change, negative = inhibition, usual class: inhibitors | purified LmPK, Kinase-Glo ATP luminescence, 1 h
Target sequence (Q27686 whole entry, looked up): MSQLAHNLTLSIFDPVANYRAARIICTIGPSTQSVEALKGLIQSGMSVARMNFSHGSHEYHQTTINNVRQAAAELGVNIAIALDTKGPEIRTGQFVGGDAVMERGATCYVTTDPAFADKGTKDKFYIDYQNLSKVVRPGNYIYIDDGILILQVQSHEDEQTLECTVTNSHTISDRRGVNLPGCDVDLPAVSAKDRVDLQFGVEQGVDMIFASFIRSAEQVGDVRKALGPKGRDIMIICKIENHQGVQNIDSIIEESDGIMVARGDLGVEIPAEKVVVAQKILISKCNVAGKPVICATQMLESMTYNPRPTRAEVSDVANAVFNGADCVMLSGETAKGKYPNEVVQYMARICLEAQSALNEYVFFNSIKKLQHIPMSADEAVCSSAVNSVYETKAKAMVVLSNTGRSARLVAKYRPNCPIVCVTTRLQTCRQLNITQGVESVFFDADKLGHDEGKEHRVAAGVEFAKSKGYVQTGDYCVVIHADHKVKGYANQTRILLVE
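Purified LmPK (0.1 nM) with 0.5 mM PEP and 0.1 mM ADP in imidazole buffer pH 7.2 with MgCl2/KCl, 1 h at room temperature. ATP formed was read by luciferase luminescence and normalized to no-enzyme and uninhibited controls.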
HCV inh – qHTS Assay for Inhibitors of Hepatitis C Virus (HCV) | 3.4% of 340,000 active | Potency, µM (highest dose often 41.8 µM), inactives show at the top dose activity change, negative = inhibition, usual class: inhibitors | Huh7.5.1 HCVcc-Cre infection, luciferase reporter, 44 h
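Antiviral activity was scored by luciferase reporter output from cells infected with HCVcc-Cre (~0.5 moi) in presence of compound, 44 h infection period, cells seeded 1,000/well 4 h prior.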
* = called active by the depositor; ? = inconclusive; / = no result given; & = joins results of further samples; [ ] = remark or other dose. Calls follow the shape of the dose curve; as a rule, active = well fitted curve in the direction sought with a large enough effect; inconclusive = small, poorly fitted or top-dose-only effect, or another doubt; inactive = no such curve, though single readings can be large; an effect the other way counts as inactive or inconclusive. % is scaled to controls: 0 for no effect and ±100 for the full control effect; potency is read from the fitted curve at half-maximal effect. An unsorted share of the library; about 16% have a hit in one of these screens.

SMILES	Tb PYK inh	Pf growth 96h	Sm TGR inh	Pf growth 48h	LmPK inhibitor	HCV inh
CCC(C)Nc1nc2c(c(=O)n(C)c(=O)n2C)n1Cc1cccc(C)c1 (stereo unspecified)	-12%	74%[activator]	-10%	15µM*	0%	-11%
CCN(CC)S(=O)(=O)c1cc(C(=O)c2nccn2C)ccc1Cl	1%	?	-18%	?	-1%	-2%
Cc1cccc(OCC(=O)Nc2ccc(N3CCN(C(=O)c4ccccc4)CC3)cc2)c1	-4%	34%[activator]	3%	-22%	-1%	?
Nc1ccc2c(c1)Nc1ccccc1CC2	-1%	10%	-7%	35%[activator]	0%	23%
O=C(c1c(F)cccc1F)N1CCCC1	1%	19%	6%	31%[activator]	0%	5%
O=c1[nH]c(=S)n(C2CCCCC2)c(O)c1/C=N/N1CCOCC1	2%	4%	3%	-19%	0%	?
COC(=O)c1ccc(S(=O)(=O)NCc2ccc(S(N)(=O)=O)cc2)o1	-10%	28%	-2%	29%	3%	8%
O=C(c1cc2ccccc2o1)N1CCN(CCOc2ccccc2)CC1	-21%	-5%	-22%	-1%	/	-14%
O=C(OCn1ncc(Br)c(Br)c1=O)c1c(F)cccc1F	/	/	0.56µM*	?	-2%	2.8µM*
COCc1cc(C)nc(SCC[N+](C)(C)CC(=O)Nc2cccc(C(F)(F)F)c2)c1C#N	-3%	?	8%	?	-12%	-32%
Cc1ccc2c(c1)N(C(=O)CCC(=O)NCc1ccccn1)CC(C)O2 (stereo unspecified)	1%	3%	6%	?	0%	15%
CCOC(=O)C1(CCOC)CCN(C(=O)Cc2ccsc2)CC1	-9%	?	12%	10%	-3%	7%
N#Cc1c(-c2ccc(Cl)cc2)ccnc1N1CCOCC1	2%	4.7µM*	1%	?	11%	-24%
Cc1ccc(-c2noc(Cn3nc(C(=O)O)c4ccccc4c3=O)n2)cc1	5%	5%	1%	-15%	1%	14%
O=C(COc1ccc(NC(=O)c2cccs2)cc1)c1ccc(F)cc1	-4%	4%	-21%	?	0%	14%
CC(=O)Nc1ccc(C(=O)OCC(=O)Nc2ccc(N3CCOCC3)cc2)cc1	-8%	5%	7%	?	-7%	16%
Fc1ccccc1Cc1noc(CN(Cc2ccccn2)CC2CCCO2)n1 (stereo unspecified)	2%	?	6%	-11%	-3%	5%
COC(=O)c1ccc(Cn2nnc3ccccc32)cc1	4%	35%[activator]	1%	?	6%	?
CC(Oc1cc2oc(=O)c3c(c2cc1Cl)CCC3)C(=O)N1C[C@H]2C[C@@H](C1)c1cccc(=O)n1C2 (stereo partly specified)	1%	?	0%	?	-10%	12%
COc1ccc(NC(=O)C2CCCO2)c(OC)c1 (stereo unspecified)	4%	?	-20%	34%[activator]	1%	12%
Cc1nc(CN2CCN(C(=O)c3ccc(C(C)(C)C)cc3)CC2)cs1	-13%	12µM*	-3%	/	5%	?
COc1ccc(CCNC(=O)CN(c2cc([N+](=O)[O-])ccc2OC)S(C)(=O)=O)cc1	11%	-3%	-4%	2%	5%	-2%
Clc1ccc(-c2nc3ccccn3c2CN2CCSCC2)cc1	0%	?	-5%	?	0%	?
CN1C(=O)C(CC(N)=O)N(NC(=O)c2ccc(Cl)cc2)C1=S (stereo unspecified)	-11%	88%[activator]	-1%	2%	4%	26%
CCc1cccc(C)c1NC(=O)CO/N=C(\N)CC(=O)NC1CCCCC1	7%	?	-21%	?	6%	-15%
COc1cc(/C=C/C(=O)OCC(=O)Nc2cc(S(=O)(=O)N3CCCCC3)ccc2C)ccc1O	-2%	?	-26%	-27%	8%	-23%
COc1cc(NC(=O)c2ccc(Cl)cc2Cl)ccc1-c1cc2ccccc2oc1=O	3%	-17%	-1%	-1%	0%	-5%
CCOC(=O)c1cc2c(=O)n3ccccc3nc2n(CCOC)c1=NC(=O)C(C)(C)C	2%	-11%	1%	23%	-1%	?
C=CCNc1nc(-c2ccc(OC)cc2OC)cs1	6%	?	8%	-30%	0%	?
CCOc1ccc(Cn2c(=O)oc3ccccc32)cc1	0%&3%	?	-11%&-3%	58%[activator]	4%	12%

In a second layout: 10 of the compounds above
SMILES,Tb PYK inh,Pf growth 96h,Sm TGR inh,Pf growth 48h,LmPK inhibitor,HCV inh
Cc1nc(CN2CCN(C(=O)c3ccc(C(C)(C)C)cc3)CC2)cs1,-13%,12µM*,-3%,/,5%,?
COc1ccc(CCNC(=O)CN(c2cc([N+](=O)[O-])ccc2OC)S(C)(=O)=O)cc1,11%,-3%,-4%,2%,5%,-2%
Clc1ccc(-c2nc3ccccn3c2CN2CCSCC2)cc1,0%,?,-5%,?,0%,?
CN1C(=O)C(CC(N)=O)N(NC(=O)c2ccc(Cl)cc2)C1=S (stereo unspecified),-11%,88%[activator],-1%,2%,4%,26%
CCc1cccc(C)c1NC(=O)CO/N=C(\N)CC(=O)NC1CCCCC1,7%,?,-21%,?,6%,-15%
COc1cc(/C=C/C(=O)OCC(=O)Nc2cc(S(=O)(=O)N3CCCCC3)ccc2C)ccc1O,-2%,?,-26%,-27%,8%,-23%
COc1cc(NC(=O)c2ccc(Cl)cc2Cl)ccc1-c1cc2ccccc2oc1=O,3%,-17%,-1%,-1%,0%,-5%
CCOC(=O)c1cc2c(=O)n3ccccc3nc2n(CCOC)c1=NC(=O)C(C)(C)C,2%,-11%,1%,23%,-1%,?
C=CCNc1nc(-c2ccc(OC)cc2OC)cs1,6%,?,8%,-30%,0%,?
CCOc1ccc(Cn2c(=O)oc3ccccc32)cc1,0%&3%,?,-11%&-3%,58%[activator],4%,12%

The listing continues.
SMILES	Tb PYK inh	Pf growth 96h	Sm TGR inh	Pf growth 48h	LmPK inhibitor	HCV inh
CCN1CCN(C(c2cccs2)C(C)NC(=O)c2c(F)cccc2F)CC1 (stereo unspecified)	-5%	/	0%	2%	3%	-6%
COc1cc(CNc2ccccc2SC)cc(OC)c1OC	-23%	?	-2%	/	2%	?
c1ccn2cc(-c3ccc4c(c3)OCO4)cc2c1	-8%	1%	45µM*	?	-11%	-10%
COc1ccc(S(=O)(=O)Nc2ncccc2C)c2ccccc12	4%	27%	2%	22%	21%	?
O=C(CCN1C(=O)C2C3C=CC(C3)C2C1=O)NCCc1ccccc1 (stereo unspecified)	-3%	?	-2%	29%	-2%	15%
C/C(=C\c1ccccc1)CN1CCN(c2ccccc2)CC1	-1%	-13%	?	-6%	-2%	7%
COc1ccccc1-c1ccc(Nc2ccc(C(=O)N3CCOCC3)cc2)nn1	6%	8%	-13%	-2%	-13%	?
CCOC(=O)NC(NCCc1ccccc1)(C(F)(F)F)C(F)(F)F	-15%	/	-7%	13%	3%	3%
C/C(=N\NC(=O)c1cc(C)oc1C)c1ccc2c(c1)OCO2	1%	12%	-5%	36%[activator]	-18%	4%
Cc1cccc(NC(=O)CCN2CCC(C(N)=O)CC2)c1	0%	6.6µM*	-18%	22%	-1%	-2%
Cc1cc(OCC(=O)N2CCN(c3cccc(Cl)c3)CC2)c2c(C)c(C)c(=O)oc2c1	4%	-5%	-15%	-15%	7%	-23%
CC[C@H]1OC(=O)[C@H](C)[C@@H](O[C@H]2C[C@@](C)(OC)[C@@H](O)[C@H](C)O2)[C@H](C)[C@@H](O[C@@H]2O[C@H](C)C[C@H](N(C)C)[C@H]2O)[C@](C)(O)C[C@@H](C)C(=O)[C@H](C)[C@@H](O)[C@]1(C)O	-20%	?	21%	0%	-9%	12%
O=C(Nc1ccc(Br)cc1)c1ccccc1CC[N+](=O)[O-]	2%	-9%	-6%	?	5%	?
O=C(Nc1nccs1)c1cc(S(=O)(=O)N2CCCCC2)ccc1Cl	5%	?	1%	15%	1%	7%
O=C(COc1coc(CN2CCN(c3ccccc3F)CC2)cc1=O)NC1CCCC1	-8%	?	4%	?	/	-19%
CC(NC(=O)Nc1ccc(Cl)cc1)C(c1cccs1)N1CCOCC1 (stereo unspecified)	-3%	?	3%	?	-1%	-6%
O=C(Nc1nc2ccc(Cl)cc2s1)c1ccc(Br)o1	4%	128%[activator]	0%	103%[activator]	-6%	-20%
COc1cccc2sc(NN)nc12	-16%	?	14%	-19%	0%[11.5 µM]	-3%
O=C(c1ccccc1F)N1CCN(Cc2cccc(Cl)c2)CC1	33%[activator]	?	-3%	-19%	-4%	6%
CC(C)CCN1CC(=O)N2[C@@H](Cc3c([nH]c4ccccc34)C2(C)C)C1=O	3%	?	-7%	?	0%	-5%
S=c1[nH]nc(COc2ccccc2)n1/N=C/C=C/c1ccco1	?	109%[activator]	13µM*	65%[activator]	1%	6%
O=C(Nc1nc2c(Cl)ccc(Cl)c2s1)C1CC1	0%	78%[activator]	-17%	52%[activator]	-4%	14%
CC(=O)N1CCOc2ccc(S(=O)(=O)N3CCN(c4cc(C)ccc4C)CC3)cc21	-1%	26%	-13%	0%	7%	-24%
CCn1c(CC(=O)Nc2ccccc2C)nnc1SCC(=O)Nc1nncs1	-1%	36%[activator]	-1%	5%	-10%	-1%
CN(C)c1ccc(C(CNS(=O)(=O)c2cccc([N+](=O)[O-])c2)N2CCOCC2)cc1 (stereo unspecified)	1%	45%[activator]	-10%	1%	/	30%[activator]
Oc1ccc(/C=N/NC(=S)NC2CC3CCC2C3)cc1 (stereo unspecified)	-6%	?	-24%	?	1%	-26%
O=C(c1ccc(F)cc1)N(Cc1ccccc1)C1CCS(=O)(=O)C1 (stereo unspecified)	-7%	7%	-8%	-12%	3%	10%
O=C1CCCC2=C1C(c1ccco1)Nc1ccc3ccccc3c12 (stereo unspecified)	1%	-5%	?	?	8%	-24%
O=S(=O)(Nc1cc(C(F)(F)F)ccc1N1CCOCC1)c1ccccc1	23%	?	1%	?	1%	-11%
OCCCN1CCN(CCCOc2ccccc2-c2ccccc2)CC1	5%	10µM*	0%	?	-1%	-24%
O=C(NC1CCc2ccccc21)c1cc(COc2ccc(F)cc2Cl)on1 (stereo unspecified)	1%	-14%	-14%	-3%	5%	7%
c1ccc(OCc2nnnn2-c2ccccc2)cc1	-8%	-8%	-7%	-1%	-5%	5%
Cc1noc(C)c1C(=O)Nc1ccc(-c2nnc3n2CCCCC3)cc1	11%	-21%	-1%	-13%	/	3%
COc1ccc(-c2cc(C(=O)Nc3ccccc3)on2)cc1	10%	423%[activator]	7%	230%[activator]	?	3%
CCOC(=O)C1CCCCN1C(=O)c1oc2c(Cl)cc(C)cc2c1C (stereo unspecified)	2%	?	-23%	53%[activator]	9%	19%
Clc1cc(Sc2ccc(Br)cc2)nnc1-c1ccccc1	3%	7%	-2%	?	1%	-19%
COc1ccc([C@]23Cc4cc(OC)c(OC)cc4C(O2)C2=C(CCCC2=O)O3)cc1	/	?	3.5µM*	?	-2%[11.5 µM]	/
O=C(CN1CCN(c2ccccc2)CC1)NC(=O)NCc1ccccc1	1%	?	1%	?	/	15%
COC(=O)c1ccc(C2C(C#N)=C(N)Oc3cc(C)n(C)c(=O)c32)cc1 (stereo unspecified)	-2%	/	1%	-6%	-11%	?
O=C(CN1C(=O)NC(Cc2c[nH]c3ccccc23)C1=O)Nc1ccccc1Br (stereo unspecified)	-4%	?	?	?	/	12%
CC(C)(C)NC(=S)NCCc1ccccc1	-3%	22%	-10%	136%[activator]	-2%	-27%
O=C(NC(Cc1ccccc1)c1ccc2c(c1)OCCCO2)c1ccc(F)cc1 (stereo unspecified)	31%[activator]	9.3µM*	-16%	/	-1%	?

Assay outcomes: PubChem BioAssay, National Center for Advancing Translational Sciences (NCATS)
